# Compound activity (PubChem)
# D1 antagonist = blocks dopamine activation of the human D1 receptor | P21728 | HEK293 TREx D1 cells, calcium flux, dopamine EC80; stronger effect = lower value | activity change, negative = inhibition, % at 10 µM | 3.2% of 360,000 active | AID 504652; in the data active = activity change below about -30%; also: % is scaled to controls: 0 for no effect and ±100 for the full control effect
# Target sequence (P21728 whole entry, looked up): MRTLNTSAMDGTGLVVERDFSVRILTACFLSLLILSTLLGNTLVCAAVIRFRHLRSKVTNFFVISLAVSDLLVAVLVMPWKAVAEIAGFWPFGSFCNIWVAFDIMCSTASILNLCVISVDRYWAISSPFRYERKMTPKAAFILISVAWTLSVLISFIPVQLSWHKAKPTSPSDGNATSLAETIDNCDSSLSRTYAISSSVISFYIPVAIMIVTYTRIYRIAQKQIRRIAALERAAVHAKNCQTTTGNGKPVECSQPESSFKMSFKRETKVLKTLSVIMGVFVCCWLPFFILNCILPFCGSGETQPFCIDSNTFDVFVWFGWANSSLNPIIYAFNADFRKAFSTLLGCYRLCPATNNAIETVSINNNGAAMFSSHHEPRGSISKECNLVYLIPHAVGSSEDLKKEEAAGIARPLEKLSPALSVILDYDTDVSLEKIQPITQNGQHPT
#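 Using tetracycline-induced force-coupled D1 Hek293 cells and a calcium dye, signals were followed for 180 s after compound, then for 180 s after EC80 dopamine, to detect inhibitors.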
# D1 ag = agonists of human D1 dopamine receptor | AID 504660 | 1% of 360,000 active | HEK293 T-REx D1 cells, calcium flux, agonist mode | activation, % at 2 µM; also: 0% is about no effect
#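 Tetracycline-induced HEK293 TREx D1 cells, force-coupled to calcium signalling, were dye-loaded with a no-wash calcium kit. Compound was pin-added after a 10 s baseline. Fluorescence was read kinetically at 1 cycle/s for 180 s, with calcium rises flagged as agonism.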
# TRHR PAM = allosteric enhancers of human TRH receptor; 0.66% of 360,000 active; TRHR cells, fluo-8 calcium fluorescence, EC20 TRH enhancement; P34981; enhancement, % at 2 µM; AID 493056; in the data active = enhancement above about 30%; also: 0% is about no effect
#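 Enhancer read-out: after compound pinning and an initial kinetic agonist-mode read, an EC20 of TRH (10 nM final) was injected and fluo-8 calcium signal (Ex 480/Em 530) followed at 1 s/cycle for 100 cycles in TRHR-expressing cells.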
# D1 PAM = potentiators of human D1 dopamine receptor; P21728; HEK293 TREx D1 cells, calcium flux, dopamine EC20 potentiation; potentiation, % at 10 µM; 0.036% of 360,000 active; AID 504651; in the data active = potentiation above about 30%; also: 0% is about no effect
# RXFP1 antagonist = RXFP1 (human) relaxin receptor antagonism; Q9HBX9; HEK293-RXFP1, relaxin-stimulated cAMP HTRF, 30 min; stronger effect = lower value; activity change, negative = inhibition, % at 57.5 µM; 0.59% of 350,000 active; AID 1259400;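 active = activity change of -60% or lower, but not beyond a set lower limit; inconclusive = change between -60% and -40%, or beyond the set limit; inactive = change above -40%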; also: % is scaled to controls: 0 for no effect and ±100 for the full control effect
# D2 PAM = D2 dopamine receptor (human) potentiation. P14416. HEK293 T-REx D2, calcium flux, EC20 dopamine potentiation. potentiation, % at 10 µM. 0.34% of 340,000 active. AID 485347;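 active = potentiation over 3 SD above the plate norm, cut at about 30% in these data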; also: 0% is about no effect
# Target sequence (P14416 whole entry, looked up): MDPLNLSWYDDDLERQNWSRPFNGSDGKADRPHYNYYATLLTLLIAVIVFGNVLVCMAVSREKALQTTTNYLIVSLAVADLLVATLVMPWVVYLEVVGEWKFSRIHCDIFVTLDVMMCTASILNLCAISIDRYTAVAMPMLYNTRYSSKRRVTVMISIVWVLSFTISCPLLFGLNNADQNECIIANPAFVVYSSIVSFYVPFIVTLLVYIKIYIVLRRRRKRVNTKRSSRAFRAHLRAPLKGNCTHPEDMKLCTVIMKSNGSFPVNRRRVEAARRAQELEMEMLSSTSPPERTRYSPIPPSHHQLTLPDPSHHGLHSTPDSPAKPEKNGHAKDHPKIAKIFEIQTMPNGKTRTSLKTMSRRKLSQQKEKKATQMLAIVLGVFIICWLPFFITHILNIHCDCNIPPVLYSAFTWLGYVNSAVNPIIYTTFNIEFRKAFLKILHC
#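 Primary screen. Calcium kinetics in induced HEK293 T-REx D2 cells: compound pre-addition 180 s, EC20 dopamine, 180 s more.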
# D2 antagonist = D2 dopamine receptor (human) antagonism; P14416; inhibition, % at 10 µM; AID 485344; 2% of 340,000 active; HEK293 TREx D2 cells, calcium flux, dopamine EC80; in the data active = inhibition above about 30%; also: 0% is about no effect
#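 Inhibition of EC80 dopamine-driven calcium flux, recorded kinetically, defines activity here; cells are a tetracycline-induced HEK293 T-REx line expressing force-coupled D2.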
# D2 ag = agonists of human D2 dopamine receptor; HEK293 T-REx D2 cells, calcium flux agonist mode; 0.53% of 340,000 active; P14416; activation, % at 2 µM;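 active = activation over 3 SD above normal in the single-dose calcium agonist read, cut at about 30% in these data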; also: 0% is about no effect
#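 Agonism scored from kinetic calcium signal (1 read/sec, 180 s) following compound pin transfer, after a 10 s baseline. Cells: HEK293 Trex line expressing inducible D2 receptor coupled to calcium, dye-loaded after overnight culture at 30 C.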
# TRHR ag = agonists of human TRH receptor. 0.18% of 360,000 active. AID 493084. activation, % at 2 µM. TRHR cells, calcium flux fluo-8, FDSS agonist mode. P34981; also: 0% is about no effect
#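 TRHR-expressing cells loaded with fluo-8 calcium dye; 23 nL library compound pin-transferred, kinetic FDSS fluorescence (Ex 480/Em 530) recorded about 180 s for agonist-induced calcium release, before a 10 nM TRH EC20 addition for potentiator mode.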
# The depositor's hits bear a star; u = inconclusive; x = not tested or not shown. Rule as the data show it, unless noted: active = activation above about 30%; inactive = the rest. Outcome played no part in choosing rows; overall some 7.1% were active at least once.
# Second line of a record: D1 antagonist	D1 ag	TRHR PAM	D1 PAM	RXFP1 antagonist	D2 PAM	D2 antagonist	D2 ag	TRHR ag
- CCOC(=O)C1CCN(C(=O)COc2ccc(S(=O)(=O)NC(C)C)cc2)CC1
→ -7	0	-5	-7	-5	-20	23	0.5	0.1
- C#CCOC(=O)c1cc(Cl)c(=O)n(Cc2ccc(Cl)cc2Cl)c1
→ 2	2	-1	-5	4	-4	-6	-2.2	-0.1
- O=C(CCC(=O)N1CCN(S(=O)(=O)c2ccc3ccccc3c2)CC1)NCC(F)(F)F
→ -6	-3	1	-3	-3	26	5	0.1	-1.3
- O=C(NCC1CCCO1)c1cn(Cc2ccccc2)nc1-c1ccc(Cl)cc1 (configuration not stated)
→ 0	0	-5	-4	-2	-14	-11	0.1	0.3
- C(#CCN1CCOCC1)COCCOC(c1ccccc1)c1ccccc1
→ 1	-3	-10	-3	20	8	23	0.6	-0.5
- Cc1csc(NC(=O)CCC(=O)N(CC(=O)NC2CCCC2)Cc2ccco2)n1
→ -17	3	-3	-9	-1	0	6	0.8	0.0
- COc1ccc2[nH]c(C(=O)N3CCC(n4nccc4NC(=O)C4CC4)CC3)c(C)c2c1
→ 3	0	1	-4	-13	x	x	x	0.2
- Cc1ccc(NS(=O)(=O)c2cc([N+](=O)[O-])ccc2N/N=C/c2sc(N3CCOCC3)nc2-c2ccccc2)c(C)c1
→ 0	11	-1	-3	5	7	0	5.2	7.9
- Cc1ccc2nc(N3CCN(Cc4nnnn4Cc4ccccc4)CC3)c(C#N)cc2c1
→ -14	5	0	11	12	5	2	0.1	1.6
- CCc1ccc(-c2csc3[n+]2CCN3C(C)=O)cc1
→ -4	4	3	-1	-4	7	6	0.0	-0.1
- COc1cc(NC(=O)c2cccs2)c(C(=O)OCC(=O)c2cc(C)n(-c3ccc(F)cc3)c2C)cc1OC
→ -3	3	-2	4	-6	-5	-8	0.0	0.0
- Cc1ccc(C(C)C)c(OCC(=O)Nc2cccc(S(=O)(=O)NC3=NCCCCC3)c2)c1
→ 1	12	-3	-2	-21	19	-2	-0.7	3.2
- O=C(CCc1c[nH]c2ccccc12)NCCc1ccccc1
→ -10	3	-4	x	6	-1	-7	-0.4	-0.9
- O=C(CSc1ncccn1)Nc1ccc2c(c1)CCC2
→ -11	2	1	2	3	-4	10	-0.5	-0.7
- COc1ccc(N2CCN(C3CCCN(C(=O)CN4CCOC4=O)C3)CC2)cc1 (configuration not stated)
→ -23	1	-5	-9	-7	x	x	x	-0.3
- COc1cc(/C=N/n2nnnc2N)ccc1OCC(N)=O
→ -2	0	-5	-1	7	x	x	x	0.2
- COc1ccccc1CNC(=O)Cn1c(-c2ccc(F)cc2)cc(C(C)=O)c1C
→ 7	-1	10	-4	-3	-5	x	1.6	-0.8
- COc1ccc(OC)c(-n2c(=S)[nH]c3cc(C(=O)NCCCN4CCCC4=O)ccc3c2=O)c1
→ -18	3	3	5	x	-6	5	0.3	0.5
- CCN(CC)c1ccc(/C=C/c2ccc3ccc(OC)cc3[n+]2CC)cc1
→ -2	4	-3	1	u	5	0	2.2	1.3
- COc1cccc(-c2csc(NC3OC(=O)c4c3ccc(OC)c4OC)n2)c1 (configuration not stated)
→ 3	3	6	-2	9	0	-3	-0.2	-0.8
- CN(CC(=O)Nc1ccc(OC(F)(F)F)cc1)S(=O)(=O)c1cnc[nH]1
→ -26	11	2	-4	4	3	7	2.2	0.5
- COC(=O)c1nc2n(n1)C(c1cccc(Cl)c1)C1=C(CC(C)(C)CC1=O)N2 (configuration not stated)
→ 1	3	-1	x	x	9	10	0.3	0.5
- CC(OC(=O)Cc1c[nH]c2ccccc12)C(=O)N(C)c1ccccc1 (configuration not stated)
→ 1	1	-3	-1	-9	x	x	x	-0.2
- COc1ccc(C2NC(=O)C(C#N)=C(S)N2c2cccc(C)c2)cc1OC (configuration not stated)
→ -61*	1	8	-4	-1	6	-5	0.8	-0.7
- CCc1nn(CC(=O)Nc2cccc(C)c2C)c(=O)c2cc3sccc3n12
→ 7	0	9	-2	2	9	x	-0.5	0.0
- COC(=O)[C@H](C)NC(=O)Nc1ccc(OC)c(OC)c1
→ -5	3	4	1	-13	2	-10	-0.1	0.6
- Cc1nc2cc(-c3ccccc3)nn2c(C)c1CCC(=O)NCc1ccco1
→ -32*	4	1	x	x	5	9	0.3	-1.0
- CCc1ccccc1NC(=O)CN(C)C(=O)CSc1nc2cc(Cl)ccc2s1
→ -11	17	4	0	-12	15	-6	-1.2	-1.9
- C=CCN(CC=C)C(=S)Nc1ccc2nsnc2c1
→ -23	7	-4	-4	-10	4	8	9.3	5.7
- C=CCN(C(=O)CCS(=O)(=O)c1cccc2nsnc12)c1ccccc1
→ 2	0	7	3	16	-1	-9	-0.6	0.3
- COc1ccc(CNC(=O)[C@H](C)N2C(=O)N3CCc4c([nH]c5ccccc45)[C@@]3(C)C2=O)cc1OC
→ 12	1	1	-9	x	-4	5	-0.3	-0.9
- CCOC(=O)/C(C#N)=C/c1c(N2CCN(c3cccc(Cl)c3)CC2)nc2c(C)cccn2c1=O
→ 8	1	-3	0	0	-9	-7	1.0	0.1
- COc1ccc(/C=N/Nc2ccc(C(F)(F)F)cc2[N+](=O)[O-])cc1O
→ -6	0	9	-4	-2	4	5	0.0	0.7
- CC(=O)NC(C)C(c1cccs1)N1CCN(c2ccccc2)CC1 (configuration not stated)
→ 2	2	-1	-2	1	-7	-3	1.0	-0.2
- Cc1cccc(-c2nc(C)c(CCNC(=O)C(=O)Nc3c(C)cc(C)cc3C)s2)c1
→ -9	2	1	-3	x	9	x	0.5	-0.3
- O=C(CCn1cccc1)NCc1ccc2c(c1)OCO2
→ -3	4	-6	-1	-5	-6	1	-1.1	-0.6
- CCCc1cc(=O)oc2cc(OCC(=O)Nc3ccc4c(c3)OCCO4)ccc12
→ -6	3	-4	-2	6	0	-5	1.1	2.0
- COc1ccccc1NS(=O)(=O)c1ccc(C(=O)OCC(=O)NCc2ccco2)cc1
→ 5	7	-6	-12	-6	-16	1	0.3	0.3
- Cn1c(-c2ccc(C(F)(F)F)cc2)cc2onc(-c3ccccc3)c2c1=O
→ 9	7	2	6	x	1	8	-0.1	0.5
- CSc1ncc(C(=O)Nc2cccc(C)c2C)c(-c2ccccc2)n1
→ -1	0	12	2	8	-23	x	-0.6	-1.2
- CCOC(=O)C1=C(O)/C(=C/c2ccc(OCC(=O)O)c(OCC)c2)SC1=Nc1ccccc1
→ 2	3	-4	-1	-6	2	-6	0.5	0.6
- CC(C)c1nnc(NC(=O)CS(=O)(=O)c2ccccc2)s1
→ 8	3	11	-1	-8	-6	-36	0.5	2.0
- CCOC(=O)[C@H]1[C@H]2COc3ccc(Cl)cc3[C@@H]2N2C(=O)c3cc(C)ccc3NC(=O)[C@@]12C
→ 5	7	-2	-2	x	-10	-4	-0.2	0.1
- COc1ccc(N2CCN(Cc3oc(CO)cc(=O)c3O)CC2)cc1
→ -11	-1	2	-3	2	5	11	0.1	1.0
- CCOC(=O)c1ccc(NC(=O)Nc2ccccn2)cc1
→ -4	3	17	4	-4	-13	-9	0.4	1.7
- Clc1ccc(/C=N/c2c(-c3ccc(Cl)cc3)nc3n2CCS3)cc1
→ 6	2	-15	5	1	-2	-2	0.5	-0.3
- Cc1ccc([N+](=O)[O-])cc1NC(=S)NC(=O)c1c(Cl)cnn1C
→ 4	2	-12	-2	-4	0	-10	-1.6	-0.1
- Cc1c(Cl)cccc1NC(=O)Cc1ccc([N+](=O)[O-])cc1
→ 2	11	1	-6	-12	-7	45*	-0.5	-0.2
- CC1CCc2c(C(=O)Nc3ccc(N4CCOCC4)cc3)csc2C1 (configuration not stated)
→ 4	1	-2	4	-6	-3	2	-0.2	-0.7
- CCOC(=O)c1c(NC(=O)CSc2nnc(-c3ccccc3)n2CC)sc(C(C)=O)c1C
→ 0	3	-5	-7	9	-10	-3	-0.2	0.9
- CCN1/C(=C2\C(=O)N(C)C(=S)N2c2ccccc2)C=Cc2ccccc21
→ 24	0	-6	-1	-18	22	-6	-1.7	-0.5
- CCN(CC)CCCNC(=O)c1ccc(N2CCCCC2)c(NS(=O)(=O)c2ccc(C)cc2)c1
→ 12	3	-1	-3	3	-23	20	0.3	-1.3
- O=C1c2ccccc2C(=O)N1CCCCN(C(=O)c1cc2ccccc2oc1=O)c1ccc(F)cc1F
→ -5	2	-1	-10	-12	8	-21	0.0	0.4
- Cc1ccc(N=Cc2ccc(O)cc2O)cc1F
→ -15	2	8	-1	8	6	-8	0.4	0.9
- COc1ccc(Cl)cc1C(=O)NNC(=O)c1ccncc1
→ 13	0	4	-4	-1	-5	-6	0.2	-0.2
- CCN(Cc1ccccc1)C(=O)c1c(C)oc2ncn(C)c(=O)c12
→ 1	2	6	-6	x	0	x	-0.6	2.1
- CCOC(=O)N1CCC(Nc2c(Nc3ccc(C)c(C)c3)c(=O)c2=O)CC1
→ -18	2	-1	-4	12	-26	57*	-1.5	-0.3
- CCCc1cc(=S)n2c([nH]c3ccccc32)c1C#N
→ -12	9	-4	1	-1	2	19	1.4	1.8
- COc1ccc(-n2nc(C(=O)N3CCN(c4cccc(C)c4)C(C)C3)c3c4ccccc4n(C)c3c2=O)cc1 (configuration not stated)
→ 7	0	-5	3	-4	17	x	2.3	1.1
- O=C(COC(=O)Cn1cnc2ccccc21)NCCc1ccc(Cl)cc1
→ -2	0	1	-7	9	x	x	x	0.1

# 3 compounds out of the list above, sorted by the value under TRHR ag, lowest first:
molecule	TRHR ag
COc1ccc(Cl)cc1C(=O)NNC(=O)c1ccncc1	-0.2
CCOC(=O)[C@H]1[C@H]2COc3ccc(Cl)cc3[C@@H]2N2C(=O)c3cc(C)ccc3NC(=O)[C@@]12C	0.1
CC(C)c1nnc(NC(=O)CS(=O)(=O)c2ccccc2)s1	2.0

# (cont.)
# Second line of a record: D1 antagonist	D1 ag	TRHR PAM	D1 PAM	RXFP1 antagonist	D2 PAM	D2 antagonist	D2 ag	TRHR ag
- CCC(C)NC(=O)C1CCC(CNS(=O)(=O)c2ccccc2)CC1 (configuration not stated)
→ 8	4	1	-6	-3	-3	-12	-0.1	0.8
- O=C(CCC(=O)Nc1ccc(F)cc1)N/N=C/c1c[nH]c2ccccc12
→ 0	2	1	-3	-6	-5	-4	0.0	0.1
- CCC(Sc1nnc(C)n2c1cc1occc12)C(=O)Nc1ccccc1F (configuration not stated)
→ 1	3	10	3	-33	3	x	1.1	-0.2
- COc1ccccc1OCC(=O)Nc1ccc(NC(=O)COc2ccccc2OC)cc1
→ 1	8	1	-8	-6	20	-10	0.4	-0.2
- O=C(CCSc1nnc2scc(-c3ccccc3)n12)NCc1ccc2c(c1)OCO2
→ 8	-2	11	14	6	10	-15	1.5	-0.9
